Compound activity deposited in PubChem by several laboratories.
NR2E3 ag-1: activates human photoreceptor nuclear receptor NR2E3; Q9Y5X4; GST-NR2E3/biotin-RetCOR TR-FRET, 1536-well; inhibition of corepressor binding, % at 4.78 µM; 0.12% of 320,000 active; AID 2300;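 active = percent inhibition above the cutoff of mean plus 3 SD of all tested compounds, set per screening campaign, cut at about 20% in these data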;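 also: 0% = DMSO wells and 100% = biotin wells as full block of FRET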
Target sequence (Q9Y5X4 whole entry, looked up): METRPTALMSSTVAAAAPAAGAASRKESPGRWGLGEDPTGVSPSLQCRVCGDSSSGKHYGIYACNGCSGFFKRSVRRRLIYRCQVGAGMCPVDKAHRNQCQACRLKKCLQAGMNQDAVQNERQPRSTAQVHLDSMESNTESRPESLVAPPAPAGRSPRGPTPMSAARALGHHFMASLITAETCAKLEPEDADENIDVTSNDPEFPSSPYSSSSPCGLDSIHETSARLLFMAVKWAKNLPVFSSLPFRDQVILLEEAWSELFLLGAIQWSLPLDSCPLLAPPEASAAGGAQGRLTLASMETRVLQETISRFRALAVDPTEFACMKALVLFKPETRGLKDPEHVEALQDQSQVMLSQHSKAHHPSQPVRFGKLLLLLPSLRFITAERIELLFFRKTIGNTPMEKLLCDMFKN
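Format: 1536-well format; test system: GST-NR2E3 and biotin-RetCOR proteins; read-out basis: percent inhibition of TR-FRET ratio; timing: 5 h incubation at 4 °C; detection: time-resolved FRET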
HIF-2a inh: HIF-2a inhibition | 0.72% of 360,000 active | inhibition, % at 18.8 µM | 786-0 RCC cells HIF-2a reporter, luciferase luminescence, overnight;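 active = inhibition of the luminescence signal of 40% or more relative to plate controls, in a single-dose primary screen at 18.75 µM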
TRPM1 prom inh: inhibitors of MITF-driven TRPM1 promoter in melanoma cells. SK-MEL-5 TRPM1 promoter luciferase, 24 h. 0.83% of 330,000 active. inhibition, % at 12.5 µM;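 active = mean inhibition across replicates of 60% or more, whatever share of single replicates reaches that level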; also: values of inactives mirror those of a sister screen read the other way
CaV13 ICDI inh: Disruptors of the CACNA1D IQ motif to Ca2+-dependent inactivation inhibitor domain association, primary screening, Förster resonance energy transfer in intact living …; HEK cells, CFP/YFP FRET ICDI-IQ, plate reader, 10 min; percent FRET-ratio fall versus neutral wells; inhibition, % at 12.3 µM; 0.098% of 340,000 active; AID 743397;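 active = mean replicate inhibition of at least 30% and at least 1% of replicates passing that level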;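 also: 0% = median of the neutral control wells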
Cardio protect: protects H9c2 cardiomyocytes from peroxide injury; AID 588492; H2O2 injury protection, ATPLite, 2 h; protection from H2O2 cell death, % at 20 µM; 0.63% of 360,000 active;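 active = compounds giving at least 50% protection of heart cells from peroxide-induced death in the single-dose screen, raw or plate-pattern-corrected value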;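 also: 0% = DMSO wells with peroxide and 100% = DMSO wells without peroxide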
HTR2A ag: agonists of mouse serotonin 5-HT2A receptor (HTR2A). P35363. CHO-K1 mHTR2A beta-arrestin complementation, luminescence; percent of 30 µM serotonin response. activation, % at 7.6 µM. 0.66% of 360,000 active;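 active = activation above a run cutoff, the mean activation of all tested compounds plus 3 SD, cut at about 14% in these data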;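 also: 0% = plate median of compound wells and 100% = 30 µM serotonin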
Shn3 3UTR inh: inhibitors of Schnurri-3 3'UTR reporter in osteoblasts; Clone20 osteoblast Shn3 3'UTR firefly luciferase, 24 h; inhibition, % at 12.5 µM; 0.52% of 360,000 active; AID 588674;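 active = mean inhibition of at least 75% with every replicate also reaching 75%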;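 also: 0% = median of neutral control wells and 100% = pilot-screen positive control compound; some compounds past the cut are filed as inactive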
PDI inh: inhibitors of human protein disulfide isomerase. PDI insulin aggregation turbidity, A650, 90 min. inhibition, % at 10 µM. AID 588391. 0.052% of 350,000 active;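 active = mean inhibition across replicates of 30% or more, whatever share of single replicates reach that level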;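 also: absorbance from insulin aggregation driven by PDI reduction with DTT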
Target sequence (P07237 whole entry, looked up): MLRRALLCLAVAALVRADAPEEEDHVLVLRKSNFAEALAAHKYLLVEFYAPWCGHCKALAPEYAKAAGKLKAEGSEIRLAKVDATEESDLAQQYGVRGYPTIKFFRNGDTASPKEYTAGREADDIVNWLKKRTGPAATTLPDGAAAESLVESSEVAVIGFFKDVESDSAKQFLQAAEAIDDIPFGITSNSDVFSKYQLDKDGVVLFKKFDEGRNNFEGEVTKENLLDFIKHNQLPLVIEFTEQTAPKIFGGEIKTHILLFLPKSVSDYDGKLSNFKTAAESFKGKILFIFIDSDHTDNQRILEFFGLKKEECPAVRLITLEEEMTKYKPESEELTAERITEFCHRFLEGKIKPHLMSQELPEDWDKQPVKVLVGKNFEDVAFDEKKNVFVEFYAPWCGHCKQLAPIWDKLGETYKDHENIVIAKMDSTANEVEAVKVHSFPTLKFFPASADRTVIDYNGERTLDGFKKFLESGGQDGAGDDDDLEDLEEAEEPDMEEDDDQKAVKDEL
NR2E3 ag-2: agonists of human NR2E3 nuclear receptor. Q9Y5X4. CHO-S Gal4-NCOR/VP16-NR2E3 two-hybrid, luciferase. inhibition of corepressor binding, % at 3.98 µM. 0.35% of 360,000 active. AID 602229;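 active = inhibition above the mean of all tested compounds plus 3 SD, cut at about 70% in these data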;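 also: 0% = DMSO with NR2E3 transfected cells and 100% = cells lacking NR2E3 construct; higher means lower luciferase signal from less NR2E3 corepressor binding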
hiPSC survival: enhancers of human iPSC single-cell survival | hiPSC single-cell survival, ATPlite luminescence; 100% = ROCK inhibitor wells, 0% = DMSO | survival enhancement, % at 20 µM | 0.044% of 360,000 active | AID 602274; in the data active = survival enhancement above about 18%;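 also: cells exposed to compounds for 16 hours before the ATP read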
Peg3 promoter: reduces Peg3 promoter-driven luciferase expression in HeLa; HeLa PEG-Prom luciferase reporter, luminescence, overnight; inhibition, % at 20 µM; 1.7% of 360,000 active;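 active = inhibition of at least 50% at 20 µM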
Active calls of the source: *; nt = no result given.

SMILES	NR2E3 ag-1	HIF-2a inh	TRPM1 prom inh	CaV13 ICDI inh	Cardio protect	HTR2A ag	Shn3 3UTR inh	PDI inh	NR2E3 ag-2	hiPSC survival	Peg3 promoter
Cc1ccnc(NC(=O)c2ccc(Cl)c([N+](=O)[O-])c2)c1	1	-42	-22	-15	2	4	-3	-3	3	-4.2	-89
Cc1cc(S(=O)(=O)NC2CCCCC2)ccc1OCC(=O)NCC1CCCO1 (stereo not drawn)	5	21	-1	-5	-6	1	8	2	16	1.1	10
CN(C)C1CCN(C(=O)c2cccc(OC3CCN(S(=O)(=O)N(C)C)CC3)c2)C1 (stereo not drawn)	nt	0	-8	nt	0	-3	12	-6	-3	0.1	13
S=c1[nH]nc([C@@H]2C[C@H]2c2ccccc2)n1-c1ccccc1	-5	6	-2	-3	-3	-1	-8	-2	-35	0.0	-3
O=c1cc(NCc2ccco2)[nH]c(=O)n1-c1ccc(Br)cc1	-1	6	5	-5	3	-1	-6	11	-19	1.1	-5
CCN(CC)S(=O)(=O)c1ccc(NC(=O)CCC2CCCCC2)cc1	1	25	-9	-2	-19	-4	22	1	0	1.9	36
O=C(Nc1cccc(S(=O)(=O)N2CCCCC2)c1)c1ccc2c(c1)OCO2	-1	-3	10	-3	-10	-5	8	-10	-12	-0.9	1
CC/C(=N\NC(=S)Nc1ccc(OC)cc1)c1ccc(OC(F)F)cc1	0	2	-4	-4	-6	-3	3	7	-16	-0.8	20
COc1ccc(/C=C2\SC(=O)N(CCNC(=O)C3=COCCO3)C2=O)cc1	-1	-191	-33	-5	-12	-3	-65	1	-77	-0.6	-257
O=C(Nc1ccc2oc(=O)ccc2c1)c1ccc(-c2ccc(Cl)cc2)o1	-1	4	-3	-6	-3	-1	8	-2	-9	-0.8	45
CCOc1ccc(NC(=S)NN2C(C)CCCC2C)cc1 (stereo not drawn)	-2	12	7	-9	3	4	3	17	9	4.8	12
CCCCN(C)C1=CC2=CC(=C(C#N)C#N)CCC2CC1 (stereo not drawn)	1	-9	7	-6	-14	5	72	-2	-42	-0.6	18
Cc1ccc(NC(=O)c2ccc(F)cc2F)cc1	4	-242	-62	-10	-23	5	-95	-17	-124	-4.6	-290
CC[C@]1(C(=O)OC)[C@H]2C(=O)N(C)C(=O)[C@H]2[C@H]2CN=C(SCc3ccc(C#N)cc3)N21	nt	6	13	-5	-12	-3	-3	0	30	1.3	17
Cc1ccc(CSc2ncnc3c2cnn3Cc2ccccc2)cc1C	1	2	-12	-9	-8	-1	25	-4	-10	-1.9	12
CCCOC(=O)/C(=C\c1ccc([N+](=O)[O-])o1)NC(=O)c1ccccc1	1	9	39	-4	-6	-1	3	-7	-25	-0.5	7
O=C1NCCCC1C(=O)N/N=C/c1ccc(Cl)cc1 (stereo not drawn)	-3	-11	-15	-5	4	-4	-14	-1	-21	-0.6	-12
COc1ccccc1-n1cnnc1SC1CCOC1=O (stereo not drawn)	2	13	1	-2	3	1	-5	9	-19	-1.8	-1
Cc1sc(-n2c(C)cc(/C=C3\SC(=S)NC3=O)c2C)c(C#N)c1C	1	-127	14	-9	-19	-2	-33	19	-39	-0.6	75*
Cc1cccc(N2CCN(C(=O)c3cc(S(=O)(=O)N4CCOCC4)cn3C)CC2)c1C	3	5	1	2	9	3	6	nt	-6	2.8	14
c1ccc2c(CCNc3ncnc4nc[nH]c34)c[nH]c2c1	-1	-90	4	-4	-2	1	23	1	5	-0.6	-57
O=C(O)Cc1cn(Cc2cccc(Cl)c2)c2ccccc12	-1	26	7	-1	1	-3	4	-4	8	-2.2	4
COCCN1C2=C(C(=O)CC(C)(C)C2)C(c2ccc(OC)c(OC)c2)C2=C1CC(C)(C)CC2=O	-2	19	-1	-2	6	-1	6	10	-23	-0.5	13
O=C(OCc1cc2ccccc2[nH]c1=O)c1ccncc1	4	7	4	-5	12	-4	6	-3	-7	1.3	1
O=C(CCn1c(=S)oc2ccccc21)Nc1cc([N+](=O)[O-])ccc1F	-1	20	0	-4	-1	-4	12	6	0	-0.2	7
SMILES	NR2E3 ag-1	HIF-2a inh	TRPM1 prom inh	CaV13 ICDI inh	Cardio protect	HTR2A ag	Shn3 3UTR inh	PDI inh	NR2E3 ag-2	hiPSC survival	Peg3 promoter
CC[C@@]12C(=O)N(c3cccc(C)c3)C(=O)N1[C@H](c1ccc(OC)cc1)[C@@H]1C(=O)N(C(C)(C)C)C(=O)[C@@H]12	4	10	-2	nt	10	8	-8	1	-10	-2.4	6
C[C@H](NC(=O)c1ccccc1Cl)C(=O)OCc1cn2cc(Cl)ccc2n1	0	5	-4	-6	2	7	-9	9	-18	-0.5	4
COc1ccc(S(=O)(=O)N2CCN(C(=O)NCc3ccc(OC)c(OC)c3)CC2)cc1	2	10	-11	-20	3	3	8	-16	13	0.3	3
CC1CCCC(C)N1CCCNC(=O)C1CCCN(c2ncnc3c2nc2n3CCCCC2)C1 (stereo not drawn)	2	9	-8	-3	1	5	-4	14	9	0.2	-19
COCCNC(=O)C12CC3CC(C1)CC(c1ccccc1)(C3)C2	-1	17	-1	-4	9	1	11	-2	21	-1.4	-2
Cc1nnc(-c2cnn(C)c2N)n1Cc1ccc2c(c1)OCO2	0	-21	-7	-7	-8	-3	0	1	-19	0.4	-13
COC(=O)c1ccccc1NC(=O)CN1C(=O)c2ccccc2C1=O	-2	8	nt	-16	-1	6	11	-1	-20	1.1	-1
COC(=O)C(Cc1cnc(Cl)s1)(C(=O)OC)c1ccccc1[N+](=O)[O-]	4	10	1	-5	4	1	3	8	13	2.5	18
C=CCNc1ncnc2c1ncn2[C@H]1CN(C2CCCC2)C[C@@H](CO)O1	nt	7	nt	-3	-3	3	-6	-3	9	4.0	-16
CCCN=C1N(C)C[C@@H]2[C@@H]3C(=O)N(C)C(=O)[C@@H]3[C@](Cc3ccccc3)(C(=O)OC)N12	nt	-5	-4	-5	8	-1	4	-5	-20	3.6	9
COc1cc(C)c(CNc2cccc(C)c2)cc1C	3	-11	0	-10	-13	2	-8	-18	-2	3.1	-22
Cc1cc(C)n2nc(C(=O)Nc3nccs3)nc2n1	-2	-196	-55	-5	-1	0	-62	6	-60	-0.5	-135
Cc1ccc(CNc2ccc(CNc3ncn[nH]3)cc2)cc1	-3	-123	-22	-3	-8	9	-9	-3	-24	3.1	-64
CCOC(=O)C1(C)CCCN(C(=O)c2ccc3c(c2)OCO3)C1 (stereo not drawn)	nt	12	nt	-9	6	-2	1	-1	-5	-1.3	6
OC(c1ccccc1)c1nc(-c2ccccc2)cs1 (stereo not drawn)	nt	-200	nt	-4	-8	1	-32	6	-77	-1.8	-156
O=C(O)CCCC(=O)Nc1cccc(C(=O)Nc2ccccc2C(=O)O)c1	4	-1	14	-5	-8	1	-17	-1	-31	-0.5	14
O=C1CSC(=Nc2cccc([N+](=O)[O-])c2)N1	-1	11	-1	-19	1	-2	-4	-2	-33	0.1	-2
COc1ccc(S(=O)(=O)N2CCOCC2)cc1NC(=O)CN1CCCCCC1	0	16	7	6	1	-6	11	0	-2	-0.6	11
Cc1sc2nc(CSCC(=O)N(CCC#N)c3ccccc3F)[nH]c(=O)c2c1C	nt	24	14	-5	59*	-1	17	-3	0	-0.4	11
O=C1/C(=C\c2ccc(O)c(O)c2)N=C2CCCCCN12	-9	-99	-43	-4	28	4	-8	-4	3	-0.1	-70
Cc1nnc(NC(=O)c2cccc(F)c2)s1	-1	-32	-4	nt	4	5	-27	2	-20	-1.1	-5
CCOC(=O)n1c(=O)n(C)c2ccc(Br)cc21	-3	9	2	-5	6	0	2	9	-19	-0.9	11
N#Cc1ccccc1Cn1c(=O)n(C2CCCC2)c(=O)c2ccccc21	2	17	-13	-5	-5	-2	4	-5	-8	3.1	17
C[C@H]1COc2cccc(N3CCN(Cc4ccccc4F)CC3)c2S(=O)(=O)N1	nt	0	nt	-3	nt	-3	nt	nt	15	-0.2	nt
NC(c1csc(Nc2cc(Oc3ccccc3)ncn2)n1)C1CCCCC1 (stereo not drawn)	nt	5	nt	-11	-8	-5	-3	6	18	-3.2	99*
SMILES	NR2E3 ag-1	HIF-2a inh	TRPM1 prom inh	CaV13 ICDI inh	Cardio protect	HTR2A ag	Shn3 3UTR inh	PDI inh	NR2E3 ag-2	hiPSC survival	Peg3 promoter
S=C1NC(c2ccccc2)=NCN1c1ccccc1	0	-184	-35	-4	0	2	-88	11	-155	-1.0	-94
COc1ccc(S(=O)(=O)N2CC(=O)Nc3ccccc32)cc1C	0	17	-2	-19	11	7	-9	-12	8	0.9	18
O=C(CCCN=C1NS(=O)(=O)c2ccccc21)OCC(=O)c1ccccc1	2	-37	-3	-5	-2	-5	0	-1	-22	0.3	-13
N#CC1=C2SCN(Cc3ccccc3)CN2C(=O)CC1c1ccc2c(c1)OCO2 (stereo not drawn)	-1	21	2	-8	12	3	11	8	-5	-0.1	12
CCOC(=O)c1[nH]c(C)c(C(=O)OCC(=O)NCc2ccc(OC)c(OC)c2)c1C	7	2	-2	-5	9	14	6	-8	20	0.3	6
N#Cc1c(NC(=O)c2ccncc2)sc2c1CCC2	2	-90	-16	-9	-3	-2	-85	-4	-69	2.1	-24
COc1ccc(OC)c(S(=O)(=O)NC2CCCCC2)c1	1	21	10	-8	2	-2	-12	3	-4	5.1	4
Cc1cc(C)c(S(=O)(=O)/N=C2/C=C(SCC(=O)O)C(=O)c3ccccc32)cc1C	nt	2	51	nt	-21	-4	22	-1	-9	-1.7	2
CN(C(=O)/C=C/c1ccc2c(c1)OCO2)c1ccccc1	9	-165	-12	-19	-1	-2	-20	9	-63	-0.3	-193
Cc1cc(C)nc(NC(=NCCc2c[nH]c3ccccc23)NC(=O)C(C)(C)C)n1	0	15	-3	0	-1	2	-8	2	12	-0.6	19
Cc1cc(C)c(S(=O)(=O)Nc2ccccc2C(=O)N2CCOCC2)c(C)c1	6	11	-2	-2	0	0	11	0	-12	0.6	19
CC(C)(C)NC(=S)NCCc1ccccc1	0	-189	-72	-4	-3	0	-18	2	-51	-0.5	-212
Cc1ccc(C)c(S(=O)(=O)N2CCN(C(=O)Cn3[nH]c(=O)c4ccccc4c3=O)CC2)c1	3	11	3	-13	61*	3	8	2	10	0.5	9
CCOC(=O)c1sc(NC(=O)Cn2nnc3sc4c(c3c2=O)CCC(C(C)(C)C)C4)nc1C (stereo not drawn)	-3	-3	1	-5	1	0	-9	1	21	1.5	-25
Cc1cc2nc(-c3nnnn3C3CCCCC3)c(=O)[nH]c2cc1C	nt	7	nt	-6	nt	0	nt	nt	-4	-0.3	nt
OCC1(CCOc2ccccc2)CCN(Cc2cccn2-c2ncccn2)CC1	-1	9	-6	-4	8	0	12	5	-30	0.0	-2

Entries listed above marked active in Peg3 promoter:
Compound	NR2E3 ag-1	HIF-2a inh	TRPM1 prom inh	CaV13 ICDI inh	HTR2A ag	Shn3 3UTR inh	PDI inh	NR2E3 ag-2	Peg3 promoter
Cc1sc(-n2c(C)cc(/C=C3\SC(=S)NC3=O)c2C)c(C#N)c1C	1	-127	14	-9	-2	-33	19	-39	75*
NC(c1csc(Nc2cc(Oc3ccccc3)ncn2)n1)C1CCCCC1 (stereo not drawn)	nt	5	nt	-11	-5	-3	6	18	99*
